# Pin1 inh = qHTS Assay to Find Inhibitors of Pin1; Pin1 FP peptide displacement, HiFluor488, 10 min; Potency, µM (doses to about 115 µM), for inactives: at the highest dose activity, negative = inhibition, hits mostly inhibitors; 0.009% of 390,000 active; AID 504891, 2011; active = well fitted inhibition curve with a large enough effect in the polarisation, with a control signal flat, not every such curve was filed as active; inconclusive = small, poorly fitted or top-dose-only effect, or effect the other way, or a change in a side signal; inactive = no such curve, though single readings can be large or run the other way; the % refers to the polarisation; also: % is scaled to controls: 0 for no effect and ±100 for the full control effect
# GLS inhibitor = qHTS for Inhibitors of Glutaminase (GLS); 0.21% of 410,000 active; Glutaminase kidney isoform, mitochondrial (Homo sapiens), O94925; GLS enzymatic activity, qHTS titration; Potency, µM (series often up to 45.5 µM), for inactives: at the top dose activity change, negative = inhibition, hits mostly inhibitors; also: % is scaled to controls: 0 for no effect and ±100 for the full control effect
#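 Read-out is an Amplex red fluorescence increase coupled through glutamate oxidase and HRP, measured before and after 30 min room-temperature incubation. hKGA is in 45 mM KH2PO4 (pH 8.2) with 0.02% Tween-20; glutamine added as 1mM solution.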
# ERG-DNA inh = qHTS for Small Molecule Inhibitors of the ERG Ets/DNA interaction | Transcriptional regulator ERG (Homo sapiens), P11308 | fluorescence polarization, His-ERG Ets domain / labelled DNA | Potency, µM (series often up to 76.9 µM), for the others: at the highest dose FP activity, negative = inhibition, most hits filed as inhibitors | 0.028% of 370,000 active | AID 624246, 2012; active = well fitted inhibition curve with a large enough effect in the polarisation, with a control signal flat; inconclusive = small, poorly fitted or top-dose-only effect, or effect the other way, or a change in a side signal; inactive = no such curve, though single readings can be large or run the other way; the % refers to the polarisation;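 also: polarization taken with two DNA probes labelled with fluorescein and Texas red; % of control where 0% means no effect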
#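 His-tagged ERG Ets domain (1 uM in the protein solution; 300mM KCl, 50mM Tris-HCl, 1mM EDTA, 1mM DTT, pH 7.5) received compound, then a probe mix of 5 nM fluorescein-DNA and 100nM Texas-615-DNA. Fluorescence polarization was read for both dyes.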
# RGS4 inhibitor = Inhibitors of Regulator of G Protein Signaling (RGS) 4: qHTS. Transcreener GDP fluorescence polarization, RGS4-accelerated GTP hydrolysis. Potency, µM (highest dose often 114 µM), inactives show at the highest dose activity change, negative = inhibition, actives largely listed as inhibitors. Regulator of G-protein signaling 4 (Homo sapiens), P49798. 0.039% of 390,000 active; also: % is scaled to controls: 0 for no effect and ±100 for the full control effect; nearly all actives have a fitted effect of over 75% in size; some results filed as inactive show a strong effect at the top dose
#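 MLSMR compounds (23 nl, pin-transferred) preincubated 10 min at room temperature with a 500nM (2x) first reagent, then RGS4 at 900nM (2x) plus Transcreener GDP mix added; fluorescence polarization (620/688 nm) read before and after 90 min at 30 °C.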
# ALOX12 inh = Primary qHTS assay for inhibitors of human arachidonate 12S-lipoxygenase (ALOX12): Round 2; Potency, µM (highest dose often 108 µM), for inactives: at the top dose activity change, negative = inhibition, usual class: inhibitors; AID 1671190, 2021; 1.1% of 580,000 active; purified 12hLO, xylenol orange hydroperoxide absorbance; Polyunsaturated fatty acid lipoxygenase ALOX12 (Homo sapiens), P18054; also: % is scaled to controls: 0 for no effect and ±100 for the full control effect
#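 Purified human 12hLO (150 nM final) in 25 mM Hepes, 0.01% Triton X-100, pH 7.0 was preincubated 15 min at room temperature with compound. Then 40 uM arachidonic acid was added, 30 min. Hydroperoxide was read by Fe-XO absorbance ratio 573/405 nm.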
# JMJD2A Tudor = qHTS Assay for Inhibitors of JMJD2A-Tudor Domain | Lysine-specific demethylase 4A (Homo sapiens), O75164 | AlphaScreen JMJD2A-Tudor / H3K4me3 peptide binding | Potency, µM (series often up to 114 µM), without a hit: at the top dose activity change, negative = inhibition, most hits filed as inhibitors | 4.4% of 390,000 active | AID 504339, 2011; also: % is scaled to controls: 0 for no effect and ±100 for the full control effect; nearly all actives have a fitted effect of over 50% in size
# Target sequence (O75164 whole entry, looked up, the tested form may be a part): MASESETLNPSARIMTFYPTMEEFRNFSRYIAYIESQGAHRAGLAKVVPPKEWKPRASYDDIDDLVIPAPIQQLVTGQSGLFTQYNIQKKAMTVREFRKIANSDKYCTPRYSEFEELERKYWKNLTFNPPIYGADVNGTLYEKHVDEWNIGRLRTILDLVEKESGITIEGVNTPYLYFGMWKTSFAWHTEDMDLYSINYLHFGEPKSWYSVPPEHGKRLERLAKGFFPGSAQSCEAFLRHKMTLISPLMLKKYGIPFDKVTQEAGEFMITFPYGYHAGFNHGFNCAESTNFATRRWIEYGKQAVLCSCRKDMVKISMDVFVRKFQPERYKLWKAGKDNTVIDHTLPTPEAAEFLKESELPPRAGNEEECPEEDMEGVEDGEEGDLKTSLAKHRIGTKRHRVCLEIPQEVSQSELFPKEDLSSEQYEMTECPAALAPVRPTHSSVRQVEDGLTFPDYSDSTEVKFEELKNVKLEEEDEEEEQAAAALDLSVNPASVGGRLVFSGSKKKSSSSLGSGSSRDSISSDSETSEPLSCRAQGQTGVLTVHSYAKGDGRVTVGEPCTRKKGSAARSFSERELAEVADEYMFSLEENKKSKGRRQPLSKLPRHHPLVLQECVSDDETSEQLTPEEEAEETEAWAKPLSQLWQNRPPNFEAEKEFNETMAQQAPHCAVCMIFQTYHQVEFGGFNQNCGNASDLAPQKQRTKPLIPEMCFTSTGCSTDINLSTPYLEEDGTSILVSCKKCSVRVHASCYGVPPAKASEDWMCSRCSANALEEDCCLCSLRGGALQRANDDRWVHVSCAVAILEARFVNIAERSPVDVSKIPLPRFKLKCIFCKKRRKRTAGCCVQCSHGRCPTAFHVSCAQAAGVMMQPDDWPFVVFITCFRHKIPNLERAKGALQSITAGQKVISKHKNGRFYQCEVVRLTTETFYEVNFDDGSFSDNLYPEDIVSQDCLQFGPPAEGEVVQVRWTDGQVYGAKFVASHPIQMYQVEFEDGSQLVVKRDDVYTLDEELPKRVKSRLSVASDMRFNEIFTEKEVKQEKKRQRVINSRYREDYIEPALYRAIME
# HP1b binding inh = HTS for Inhibitors of HP1-beta Chromodomain Interactions with Methylated Histone Tails; 0.56% of 390,000 active; Potency, µM (series often up to 114 µM), for inactives: top-dose activity change, negative = inhibition, most hits filed as inhibitors; AlphaScreen HP1-beta / biotin-H3K9me3 peptide binding; also: nearly all actives have a fitted effect of over 70% in size; inactives centre near 23
#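 HP1-beta protein (50 nM final) preincubated 30 min at room temperature with biotinylated H3(1-18)K9me3 peptide (50 nM) in PBS pH 7.4, 0.01% Tween-20, then compound added for 30 min. AlphaScreen streptavidin donor/nickel chelate acceptor beads (10 ug/mL final), 30 min dark, luminescence read.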
# TrxR1 inh = qHTS Assay for Inhibitors of Mammalian Selenoprotein Thioredoxin Reductase 1 (TrxR1): qHTS | Potency, µM (top dose mostly 114 µM), without a hit: at the highest dose activity change, negative = inhibition, most hits filed as inhibitors | Thioredoxin reductase 1, cytoplasmic (Rattus norvegicus), O89049 | AID 588453, 2011 | 1% of 390,000 active | recombinant rTrxR1, NADPH fluorescence consumption, selenite substrate; also: % is scaled to controls: 0 for no effect and ±100 for the full control effect; nearly all actives have a fitted effect of over 65% in size
#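 Rat TrxR1 (90 nM in the dispensed reagent) was pre-reduced with 400 uM NADPH for 5 min at room temperature, then incubated with compound for 15 min. After 400 uM selenite was added, NADPH fluorescence (Ex 340/Em 450 nm) was followed for 8 min.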
# Tb PGK inh = qHTS Assay to Find Inhibitors of Phosphoglycerate Kinase; Phosphoglycerate kinase, glycosomal (Trypanosoma brucei brucei), P07378; PGK/GAPDH coupled, Kinase-Glo luminescence, 60 min; Potency, µM (doses to about 57.5 µM), without a hit: at the top dose activity change, negative = inhibition, hits mostly inhibitors; 0.043% of 380,000 active; also: % is scaled to controls: 0 for no effect and ±100 for the full control effect; nearly all actives have a fitted effect of over 60% in size
#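 Luminescent ATP detection (Kinase-Glo Plus) follows a 60-minute room-temperature incubation, with wells lacking PGK as controls. Buffer: 100 mM TEA (pH 7.6), 5 mM MgCl2, 0.01% Tween-20. Coupling enzyme GAPDH (100 nM final) supplies unstable 1,3-BPG in-well.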
# Starred values were filed as active, the others as inactive; i = inactive; ? = inconclusive; nt = no result given; [ ] = dose if it differs, or a comment. Unless noted, calls follow the shape of the dose curve; as a rule, active = well fitted curve in the direction sought with a large enough effect; inconclusive = small, poorly fitted or top-dose-only effect, or another doubt; inactive = no such curve, though single readings can be large; an effect the other way counts as inactive or inconclusive. Potency is read from the fitted curve at half-maximal effect.
Pin1 inh	GLS inhibitor	ERG-DNA inh	RGS4 inhibitor	ALOX12 inh	JMJD2A Tudor	HP1b binding inh	TrxR1 inh	Tb PGK inh	canonical_smiles
-2%	-3%	-3%	6%	5%	1%	21%[57 µM]	5%	8%	O=C1CCN(C(=O)c2cccs2)c2ccccc21
-2%	-14%	16%	-9%[56.9 µM]	0%	-1%	62%[activator]	-11%	-10%	O=C(Nc1ccc(F)c(Cl)c1)c1cncs1
?	-2%	6%	4%	nt	13%	23%	4%[57.1 µM]	i	CCN(CC)c1ccc(/C=C(\C#N)c2ccccn2)cc1
1%	-2%	4%	-36%	-9%	-10%	40%[activator]	47%[activator][57.1 µM]	-1%	CN(C)C(=O)/C(=C\c1ccncc1)NC(=O)c1ccccc1
4%	-7%	-3%	3%	?	0%	26%	7%	-2%	C#CCOCCOCCOCCNc1nc(N2CCN(C(=O)Cn3cc(CCCCN)nn3)CC2)nc(N2CCN(C(=O)[C@H](CCCCN)n3cc(CCC(=O)O)nn3)CC2)n1
37%[activator]	-6%	-9%	-19%[56.9 µM]	?	-36%	?	-13%[57.1 µM]	15%	Clc1ccc(-c2csc(Nc3ccccc3)[n+]2Cc2ccco2)c(Cl)c1
18%	11%	1%	-37%	22%	-26%	-4%	?	3%	CCOC(=O)c1ccc(NC(=O)CCc2ccc(C)o2)cc1
-1%	9%	-5%	16%	0%[57.4 µM]	-11%	21%	11%	4%	CCOC(=O)c1c(NC(=O)COC(=O)Cn2cnc3ccccc32)sc(C)c1C
3%	3%	2%	-29%	107%[activator]	-8%	41%[activator]	25%	i	O=C(NCc1ccccc1F)c1ccc(S(=O)(=O)N2CCCCCC2)cc1
?	-13%	3%	-6%	-14%	-12%	24%	13%[57.1 µM]	-1%	S=C(Nc1ccc2nc(-c3ccccn3)c(-c3ccccn3)nc2c1)N1CCOCC1
-1%	7%	-9%	-6%	-20%	-16%	22%	15%[2.29 µM]	i	CCn1c(=O)cc(SCC(=O)NCCc2cc(OC)ccc2OC)c2ccccc21
2%	1%	2%	-2%	7%	-10%	35%	-24%	-1%	CN(CC(=O)Nc1cccc(S(=O)(=O)NC2=NCCC2)c1)Cc1ccccc1Cl
1%	-5%	-8%	-10%	nt	?	-29%	25%[57.1 µM]	-2%	Brc1ccccc1/C=N/N1CCCCC1
9%	-5%	5%	-14%	-28%	1%	61%[activator]	-13%	-7%	CN1CCN(C(=O)/C(=C/c2ccc(F)cc2)c2ccsc2)CC1
-3%	34%[activator]	8%	-40%[56.9 µM]	-4%	35µM*	?	0%	-14%	CCOc1ccc(C2N(c3cc(C)on3)C(=O)C3CCCN32)cc1OC (configuration not stated)
-14%	0%	5%	-2%	-9%	-22%	21%	13%	-4%	COc1cccc(CN(C)C(=O)CN2C(=O)NC(c3ccccc3)(c3ccccc3)C2=O)c1OC
7%	-5%	13%	-37%	7%	2%	10%	-7%	-11%	Cc1cc(C(=O)COc2ccc(C#N)cc2)c(C)n1-c1ccc2c(c1)OCO2
1%	3%	-4%	-15%	-16%	-4%	34%	26%[57.1 µM]	-1%	COc1ccc(-c2nc(N)n(C(=O)c3ccccc3)n2)cc1
0%	-3%	-25%	-1%	0%	-18%	13%	1%	9%	CS(=O)(=O)Nc1ccc(Br)cc1C(=O)c1ccccc1
?	1%	2%	-7%	?	-32%	41%	12%[57.1 µM]	i	O=C(CSc1ncccc1C(=O)O)NCc1ccc(F)cc1
-3%	2%	13%	7%	0%	-26%	33%	21%	-2%	CCOC(=O)c1c(C)c(C(=O)Nc2ccc(F)cc2)c(C)n1C
0%	7%	nt	-9%	-5%	-14%	13%	9%	i	CC1CCN(C(CNS(=O)(=O)c2ccccc2)c2ccccc2)CC1 (configuration not stated)
-9%	3%	-3%	12%	-11%	-14%	-2%	17%	-5%	O=C(O)C1C(C(=O)Nc2ccc(Cl)cc2)C2C=CC1C21CC1 (configuration not stated)
-6%	6%	-12%	-8%	5%	-3%	14%	7%	-1%	O=C(NCCN1CCOCC1)Nc1ccc(F)cc1
-3%	?	-7%	-28%	0%	7.9µM*	2%	-52%	1%	O=C(/C=C/c1ccc(F)cc1)NC(=S)NNC(=O)c1cnccn1
-3%	8%	1%	36%	i	-4%	30%	13%	4%	Cn1cnnc1SCC(=O)NC1CCCCCC1
0%	1%	-10%	23%	nt	-18%	48%[activator]	52%[activator]	-3%	COc1ccc(CCNC(=O)CCc2ccc(OC)cc2)cc1
-14%	10%	18%	-7%	0%	-25%	2%	21%	1%	CC(Sc1ccc(Cl)cc1)C(=O)Nc1ccc2c(c1)OCO2 (configuration not stated)
?	11%	-4%	32%	-9%	-12%	8%	15%	-11%	CCOC(=O)N1CCN(Cc2nc3c(c(=O)n(C)c(=O)n3C)n2CCCc2ccccc2)CC1
6%	4%	8%	14%	-19%	-17%	36%	-21%[57.1 µM]	2%	Cc1ccc(CNC(=O)C(=O)NCC(c2cccs2)S(=O)(=O)c2ccc(C)cc2)cc1 (configuration not stated)
5%	-4%	0%	-1%	5%	-11%	58%[activator]	24%[57.1 µM]	10%	Cc1ccc(-n2ncc3c(Nc4cccc(C(F)(F)F)c4)ncnc32)cc1C
1%	2%	5%	-5%[11.4 µM]	-13%	-14%	37%	-14%	-8%	O=C1CCCC/C1=C/Nc1cccc(C(F)(F)F)c1
5%	-5%	22%	13%	-1%	-11%	34%	17%	i	CS(=O)(=O)N(CC(=O)NN=C1CCCCCC1)c1ccc(Oc2ccccc2)cc1
-1%	-4%	-2%	7%	1%	-3%	50%[activator]	14%	-6%	CC(C)(C)c1ccc(/C=C2\SC(=O)N=C2N)cc1
-1%	-21%	-4%	3%	8%	-31%	-9%	2%	-10%	Cc1cc(S(=O)(=O)N2CCCOC2CNC(=O)C(=O)NCCc2ccco2)ccc1F (configuration not stated)
-3%	22%	5%	11%	-11%	-6%	32%	13%[57.1 µM]	1%	CCn1c(CC(=O)Nc2ccccc2)nnc1SCC(=O)Nc1ccccc1C(=O)OC
-4%	-4%	8%	31%	8%	-6%	30%	8%	2%	O=C(N=C1SC2CS(=O)(=O)CC2N1CCc1ccccc1)C1CC1 (configuration not stated)
0%	-12%	4%	7%	-12%	2%	40%[activator]	-13%[57.1 µM]	-8%	Cn1c(SCC(=O)N2CCCCCC2)nnc1-c1ccco1
7%	-2%	-5%	20%	6%	-10%	33%	3%	-6%	Cc1ccc(NC(=O)CCC(=O)OCC(=O)c2ccc(Oc3ccc([N+](=O)[O-])cc3)cc2)cc1
13%	16%	-9%	-9%	5.6µM*	?	-22%	13%[57.1 µM]	1%	Cc1cc(C)c2nc(NNC(=O)c3ccc(S(=O)(=O)N4CCCC(C)C4)cc3)sc2c1 (configuration not stated)
-2%	-10%	-1%	-17%	-27%	-8%	19%	2%	-1%	O=C(CCCCl)Nc1nc(-c2ccc3c(c2)OCCO3)cs1
23%	-4%	-1%	14%	-11%	-10%	14%	18%	i	NC1=NC(=O)/C(=C/c2cccc(F)c2)S1
31%[activator]	-3%	-5%	-37%	1%	-12%	19%	-1%	i	COc1ccc(S(=O)(=O)N[C@@H](C)C(=O)OCC(=O)Nc2cc3oc4ccccc4c3cc2OC)cc1
2%	5%	-6%	9%	-4%	-7%	9%	-16%	-6%	Cc1ccc(NC(=O)CSc2nnc(Cc3csc(C)n3)o2)c(C)c1
-1%	-3%	3%	-9%	0%	-3%	41%[activator]	27%[57.1 µM]	i	COC(=O)C1CCN(C(=O)Cc2ccc(Br)cc2)CC1
4%	1%	1%	-4%	2%	-12%	4%	-1%	-2%	Cc1ccc(CN(c2ccc(C(=O)Nc3ccc4c(c3)OCO4)cc2)S(C)(=O)=O)cc1
-10%	14%	-3%	-2%	3%	-10%	41%[activator]	27%	i	O=C(Nc1ccc2c(c1)OCO2)N1CCCC1

# 3 structures out of the list, sorted by length of the SMILES, smallest number first.
Pin1 inh	GLS inhibitor	ERG-DNA inh	RGS4 inhibitor	ALOX12 inh	JMJD2A Tudor	HP1b binding inh	TrxR1 inh	Tb PGK inh	canonical_smiles
-10%	14%	-3%	-2%	3%	-10%	41%[activator]	27%	i	O=C(Nc1ccc2c(c1)OCO2)N1CCCC1
-1%	-4%	-2%	7%	1%	-3%	50%[activator]	14%	-6%	CC(C)(C)c1ccc(/C=C2\SC(=O)N=C2N)cc1
4%	1%	1%	-4%	2%	-12%	4%	-1%	-2%	Cc1ccc(CN(c2ccc(C(=O)Nc3ccc4c(c3)OCO4)cc2)S(C)(=O)=O)cc1

# Not all compounds are listed; rates above refer to the full screens.
